Compound activity: PubChem, The Scripps Research Institute Molecular Screening Center
TbREL1 inh = TbREL1 RNA ligase inhibitors, primary screen, biochemical, FRET fluorescence; AID 1117264, 2014; RNA-editing ligase 1, mitochondrial (Trypanosoma brucei brucei), P86926; TbREL1 RNA ligation; 0.49% of 89,000 active; inhibition, % at 9.66 µM;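 active = inhibition above the mean inhibition across all screened compounds plus 3 SD, cut at about 11% in these data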;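 also: 0% = plate median of test wells and 100% = NSC42067 control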
Target sequence (P86926 whole entry, looked up): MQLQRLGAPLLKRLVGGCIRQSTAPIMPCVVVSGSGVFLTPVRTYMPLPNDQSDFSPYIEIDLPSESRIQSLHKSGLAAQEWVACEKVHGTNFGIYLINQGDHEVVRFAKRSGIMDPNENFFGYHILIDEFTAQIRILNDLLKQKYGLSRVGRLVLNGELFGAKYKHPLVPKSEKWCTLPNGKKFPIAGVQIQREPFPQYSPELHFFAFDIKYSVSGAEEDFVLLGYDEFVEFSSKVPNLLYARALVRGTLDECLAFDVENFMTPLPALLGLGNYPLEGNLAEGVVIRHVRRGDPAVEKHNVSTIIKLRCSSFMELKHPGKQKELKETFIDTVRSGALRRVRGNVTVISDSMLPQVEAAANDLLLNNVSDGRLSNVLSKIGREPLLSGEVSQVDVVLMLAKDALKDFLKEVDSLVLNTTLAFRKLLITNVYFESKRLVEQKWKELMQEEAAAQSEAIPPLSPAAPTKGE
The depositor's hits bear a star. An excerpt; rates above refer to the full screens.

canonical_smiles,TbREL1 inh
NC(=S)Nc1cc(Cl)ccc1Cl,-2.6
O=C(NC1CCCCC1)C(c1ccco1)N(C(=O)c1csnn1)c1ccc(Cl)cc1 (stereo unspecified),-1.2
CCCc1nc(SCc2ccccc2Cl)n[nH]1,0.0
COc1ccc(C(C(=O)N(C)C2CCCC2)N(Cc2ccc(F)cc2)C(=O)c2cc(C)on2)cc1OC (stereo unspecified),-3.1
CC(C)Oc1cc(F)ccc1-c1cc(C(=O)NCc2ccccc2)[nH]n1,1.5
CCC(C)NC(=O)c1ccccc1NC(=O)CN1C(=O)c2ccccc2S1(=O)=O (stereo unspecified),5.0
O=C(O)c1ccc(Cl)c(S(=O)(=O)Nc2ccc(S(=O)(=O)Nc3cccc(Cl)c3)cc2)c1,-1.9
Cn1c(=O)[nH]c(=O)c2[nH]c(CN3CCN(Cc4ccccc4)CC3)nc21,0.6
CCCCn1c(N)c(N(CCOC)C(=O)c2ccc(C)c(S(=O)(=O)N3CCOCC3)c2)c(=O)[nH]c1=O,-0.7
COc1ccc(C(=O)N2CCN(Cc3ccc4c(c3)OCO4)CC2)cc1OC,7.1
CC(C)C[C@@H](CSc1ccc(Br)cc1)N1CCN(CCc2ccccc2)CCC1=O,-0.3
Cc1occc1C(=O)NC(C)C12CC3CC(CC(C3)C1)C2 (stereo unspecified),-3.2
CCCCn1c(N)c(N(CCOC)C(=O)COc2ccc(OCC)cc2)c(=O)[nH]c1=O,0.9
N#Cc1cc(Oc2ccc(Cl)cc2)c(N2CCOCC2)cc1C#N,-1.1
COCc1cc(=O)c2ccccc2o1,-1.4
O=C(O)CSC(C(=O)Nc1ccc(C(F)(F)F)cc1)c1ccccc1 (stereo unspecified),6.1
O=C(NCCc1ccccc1)C1CCN(C(=O)Nc2ccccc2)CC1,1.0
Cc1ccc2[nH]c(=O)c(CN(CCCN(C)C)C(=S)NCCc3ccccc3)cc2c1,-2.2
O=C1C[C@@H]2CCN3C(=O)CCC[C@@H]([C@H]23)[C@@H]1Cc1ccccc1,0.9
O=C1CC(C(=O)N2CCN(c3ccccc3Cl)CC2)CN1Cc1ccccc1 (stereo unspecified),2.2
CC(C)(C)S(=O)(=O)N1C[C@@H]2CC(=O)C(CCO)=C2[C@H]1CCO,1.1
CCS(=O)(=O)c1nc(S(=O)(=O)c2ccc(Cl)cc2)c(N2CCOCC2)s1,-0.3
O=C(CN(C(=O)CCC(=O)Nc1ccccn1)c1ccc(F)cc1)NCc1ccco1,-0.7
COc1ccc(S(=O)(=O)Nc2cc(Cl)ccc2OC)cc1,-2.1
CCC(C)C(=O)Nc1cc(Cl)ccc1C(=O)O (stereo unspecified),5.9

Ordered by the number under TbREL1 inh (descending): 3 of the compounds above
canonical_smiles,TbREL1 inh
O=C(NCCc1ccccc1)C1CCN(C(=O)Nc2ccccc2)CC1,1.0
N#Cc1cc(Oc2ccc(Cl)cc2)c(N2CCOCC2)cc1C#N,-1.1
COc1ccc(S(=O)(=O)Nc2cc(Cl)ccc2OC)cc1,-2.1

(cont.)
canonical_smiles,TbREL1 inh
C/C(=N\NC(=O)c1c(Cl)cnn1C)c1cccc(NC(=O)C(C)C)c1,-2.8
CCN(C(=O)COC(=O)c1ccccc1Nc1cccc(C)c1C)C1CCS(=O)(=O)C1 (stereo unspecified),1.0
Cc1ccccc1OC(C)C(=O)N1CCC(Cc2ccccc2)CC1 (stereo unspecified),7.7
Cc1occc1C(=O)NNC(=O)C(c1ccccc1)c1ccccc1,-0.7
O=C(Nc1ccc2nc([C@@H]3O[C@H](CO)[C@@H](O)[C@H](O)[C@H]3O)[nH]c2c1)NC(c1ccccc1)c1ccccc1,3.0
O=S(=O)(NCCCO)c1ccc2c(c1)Cc1cc(S(=O)(=O)NCCCO)ccc1-2,2.2
COc1cccc(/C=N\n2c(C)nnc2C)c1OC,0.4
O=C(COC(=O)/C=C/c1ccc(OC(F)F)cc1)NC1CCCCCCC1,-1.8
Cc1ccnc(NC(=O)CCC(=O)N(CC(=O)NCC2CCCO2)Cc2ccc(F)cc2)c1 (stereo unspecified),1.4
CCn1cc(S(=O)(=O)CC(=O)NC2CCCCC2)c2ccccc21,1.3
Nc1ccc(C(=O)N2CCCC2)cc1,-0.8
Cc1c(NC(=O)CN2CCN(c3ccccc3)CC2)c(=O)n(-c2ccccc2)n1C,3.2
O=C(Nc1ccc2sccc2c1)c1ccc(Cl)s1,1.4
COCCNC(=O)c1cc2sc3ccccc3c2s1,-0.5
COc1cccc(C(=O)COc2cccc(NC(=O)c3ccco3)c2)c1,1.2
O=C(O)CN1C(=O)SC(Nc2ccc(Cl)cc2)C1=O (stereo unspecified),11.1*
O=C(N[C@H](C(=O)N1CCC[C@H]1C(=O)NC1CCCC1)c1ccccc1)c1ccccc1,-2.1
C=CCNc1nc(C)c(C(C)=O)cc1C#N,-0.2
CCOc1ccc(-n2c(SCc3nc4ccccc4[nH]3)nnc2-c2cccc(Cl)c2)cc1,-2.3
CCOc1ccc2[nH]c3ncccc3c(=O)c2c1,1.8
CCN1CCc2c(C#N)c(N3CCOCC3)nc(N3CCOCC3)c2C1,-2.1
C/C(=N\O)C1/C(=N/O)CC2C1C2(C)C (stereo unspecified),1.9
O=C(NC1CCCCCC1)C(=S)NCCc1ccccc1,-0.7
O=C(NCCC(=O)N1CCN(c2ccccn2)CC1)c1ccc([N+](=O)[O-])cc1,1.1
CCOc1ccc(-c2nnn(CCC#N)n2)cc1OC,0.4

Additional compounds:
canonical_smiles,TbREL1 inh
CCCOc1c(Br)cc(C(=O)OCC(=O)NC(=O)c2cccn2C)cc1OC,-0.2
Cc1nc(C(F)(F)F)ccc1C(=O)N1CCC(C)(C(=O)NS(=O)(=O)C2CC2)C1 (stereo unspecified),-1.4
O=c1[nH]ncc(N/N=C\c2cccnc2)c1Cl,1.2
CCOC(=O)c1sc(S(C)=O)c2c1CCc1conc1-2 (stereo unspecified),-3.7
CCCC1CCC2(CC1)CCC2OC(=O)Nc1cc(C)cc(C)c1 (stereo unspecified),0.0
O=C(NCc1ccccc1)C(c1ccc(C(F)(F)F)cc1)N1CCN(CCN2CCOCC2)CC1 (stereo unspecified),3.5
O=C(Nc1ccc(Cl)cn1)c1ccc2c(Cl)c3c(nc2c1)CCC3,0.0
Nc1nc(-c2ccccc2)c(CCCOc2ccc([N+](=O)[O-])cc2)c(=O)[nH]1,6.9
O=C(c1ccccc1Cl)N1CCN(c2ccccn2)CC1,-1.0
O=C(CSc1ccccn1)Nc1nonc1[N+](=O)[O-],5.0
COc1ccc(CCNC(=O)c2coc3ccccc3c2=O)cc1,-0.7
CCOc1cccc2sc(N(CCCN(C)C)C(=O)c3ccc(S(=O)(=O)N4CCc5ccccc5C4)cc3)nc12,-4.8
CC1CCCN(S(=O)(=O)c2ccc(NC(=O)c3cccc(-n4cnnn4)c3)cc2)C1 (stereo unspecified),-1.0
Cc1cc(C)cc(N2CCN(C(=O)N3CCOCC3)CC2)c1,-1.4
Cn1c(=O)c2c(nc(SCC(=O)N3CCOCC3)n2C)n(C)c1=O,-0.6
CCc1ccc(CN(C)Cc2nc(Cc3ccccc3)no2)nc1,0.2
COc1ccc(N2C(=NC(C)=O)SC3CS(=O)(=O)CC32)cc1OC (stereo unspecified),0.0
CCc1cc2c(=O)n(Cc3ccco3)c(SCC(=O)N(C)C3CCS(=O)(=O)C3)nc2s1 (stereo unspecified),-2.6
Cc1cccc(Oc2ncnc3oc(-c4ccccc4)cc23)c1C,0.5
O=[N+]([O-])c1ccc(Cl)c(S(=O)(=O)NC2=NCCC2)c1,-1.3
CCCCc1ccc(-n2nnnc2SCC(=O)Nc2cc(OC)c([N+](=O)[O-])cc2C)cc1,5.0
CCOc1ccc(NC(=O)CN2C(=O)NC(C)(c3ccc4c(c3)OCCCO4)C2=O)cc1OCC (stereo unspecified),-4.5
CCOc1cc(/C=N/NC(=O)Cc2ccc(C(F)(F)F)cc2[N+](=O)[O-])ccc1O,2.4
CCOC(=O)CC[C@@]1(C(=O)OCC)C[C@@H](CC(=O)NCC23CC4CC(CC(C4)C2)C3)C(=O)N2CCCC=C21,-2.8
O=C(NCc1ccccc1)C1Cc2ccccc2CN1C(=O)c1ccco1 (stereo unspecified),-1.0

The results go on.
canonical_smiles,TbREL1 inh
COC(=O)c1ccsc1NC(=O)c1ccco1,1.2
CCc1ccc(NC(=O)c2sc3nc(C)nc(N4CCN(c5ccccn5)CC4)c3c2C)cc1,2.1
Cc1cccc(C(C)C)c1NC(=O)C(C)OC(=O)Cc1n[nH]c(=O)c2ccccc12 (stereo unspecified),-1.5
CCOc1ccc(NC(=O)CN(C)C2=NS(=O)(=O)c3ccccc32)cc1,2.3
O=C(Nc1ccccc1N1CCOCC1)c1ccccc1[N+](=O)[O-],-0.9
O=C(Cn1c2ccc(F)cc2c2nc3n(c(=O)c21)CCS3)Nc1ccccc1C(F)(F)F,7.7
COc1ccc(-n2ncc3c(NCc4ccccn4)ncnc32)cc1,-0.5
CC(C)(C)c1ccc(OCc2ccc(C(=O)N/N=C/c3ccc([N+](=O)[O-])cc3)o2)cc1,3.7
COc1cc(/C=N/NC2=NCCCCC2)ccc1O,2.2
O=C(Nc1ccc(N2CCOCC2)c(Cl)c1)c1cccnc1Cl,0.7
CC1=C(C(=O)N(C(C)C)C(C)C)CC(CC(=O)NC2CC2)C(=O)N1Cc1ccc(F)cc1 (stereo unspecified),-3.6
CCOC(=O)c1sc(NC(=O)Nc2cccc(Cl)c2)cc1C,5.3
Cc1nc2cc(F)ccc2n1C1CCN(C(=O)c2c(F)cccc2F)CC1,-1.8
CC(OP(=O)(O)C(NC(=O)[C@H](Cc1ccc(O)cc1)NC(=O)OC(C)(C)C)C(C)C)C(=O)O (stereo partly specified),-0.8
c1ccc(Nc2c(-c3ccco3)nc3ccccn23)cc1,-1.3
C=CCOc1ccc(/C=C/C(=O)OCC(=O)N(C)C2CCS(=O)(=O)C2)cc1 (stereo unspecified),-1.4
COc1ccc(C)cc1NC(=O)CN1CCN(S(=O)(=O)c2ccc3ccccc3c2)CC1,-1.4
Cc1ccc(N/C=C(\C2OC(=O)c3ccccc32)[N+](=O)[O-])c(C)c1 (stereo unspecified),0.0
CC1(C)Cc2nc(N3CCCC3)c(C#N)cc2CO1,-1.9
COc1ccc(C)cc1NC(=O)CNc1ccccc1CN(C)C1CCCCC1,-1.9
O=C(CC1CCCC1)N1CCCC(Nc2ccc(F)cc2)C1 (stereo unspecified),-2.6
Brc1cccc(CNn2cnnc2)c1,2.5
COc1cccc(C2=CC(=O)C[C@H](c3ccc(Cl)cc3)C2)c1OC,-1.4
S=c1[nH]c(-c2ccccc2)cs1,-0.6
CN(C(=O)c1ccc(Br)cc1)C1CCS(=O)(=O)C1 (stereo unspecified),8.4

Ordered by count of non-hydrogen atoms (descending): part of the list above
canonical_smiles,TbREL1 inh
COc1ccc(C)cc1NC(=O)CN1CCN(S(=O)(=O)c2ccc3ccccc3c2)CC1,-1.4
CC(C)(C)c1ccc(OCc2ccc(C(=O)N/N=C/c3ccc([N+](=O)[O-])cc3)o2)cc1,3.7
Cc1nc2cc(F)ccc2n1C1CCN(C(=O)c2c(F)cccc2F)CC1,-1.8
O=C(Nc1ccc(N2CCOCC2)c(Cl)c1)c1cccnc1Cl,0.7

New compounds follow
canonical_smiles,TbREL1 inh
COc1ccccc1Oc1ccc2c(c1)C(=O)N(c1ccc(Br)c3cccnc13)C2=O,2.5
CCn1c(=O)n(CC)c2cc(S(=O)(=O)Nc3ccccc3C)c(C)cc21,-2.8
Cc1ccccc1C(=O)Nc1cccc(-c2ccc3nncn3n2)c1,4.0
CN(C)S(=O)(=O)c1ccc(C(=O)OCC(=O)Nc2ccccc2OC(F)F)cc1,1.4
CN(C)c1ccc(CNC(=O)c2ccc(CNc3c(N4CCCCC4)c(=O)c3=O)cc2)cc1,-6.1
O=C(O)c1ccc(CN2C(=O)CSC2=S)cc1,7.4
CCOC(=O)[C@H]1[C@H]2COc3ccc(Cl)cc3[C@@H]2N2C(=O)c3cc(C)ccc3NC(=O)[C@@]12C,-1.5
CCCCN1C(=O)C(CC(=O)NCC2CCCCC2)CC(C(=O)N(CC)CC)=C1C (stereo unspecified),2.7
COc1ccc2sc(-c3ccc(S(C)(=O)=O)cc3)c(-c3ccc4c(c3)OCCO4)c2c1,0.3
COC(=O)c1ccc(OCC(=O)NCCC2=CCCCC2)c(OC)c1,-0.9
Cc1cc(C)cc(C(=O)N2CC(C)OC(C)C2)c1 (stereo unspecified),1.3
COc1ccc(C2(c3ccc(OC)cc3)NC(=O)N(CC(=O)Nc3ccc(OC)c(OC)c3)C2=O)cc1,2.8
CC(C)NC(=O)C1(N2C(=O)c3ccccc3C2=O)CCCC1,-4.2
COC(=O)c1cc(Cl)c(NC(=O)/C=C/c2ccc(Cl)cc2Cl)cc1OC,3.0
COc1ccc(NC(=O)c2oc3ccc(S(=O)(=O)N4CCOCC4)cc3c2C)c(OC)c1,1.4
COCCn1c(SCC(=O)Nc2ccc(C)cc2)nc2c(oc3ccccc32)c1=O,8.6
COC(=O)CCN(C(=O)c1ccc(N2CCCC2)c([N+](=O)[O-])c1)c1ccccn1,1.0
CCCn1c(SCc2ccon2)nc2ccccc2c1=O,-0.8
CC(=O)Nc1ccc(NC(=O)c2ccc(-c3c(C)noc3C)c3ccoc23)cc1,-2.4
CCN(CC)CCOC(=O)c1c(C)oc2ccc(OC)cc12,3.2
O=C(CN(CCc1ccccc1)C(=O)c1csnn1)NC1CCCC1,4.9
COc1ccc(C(=O)NC(=S)NNC(=O)c2cnccn2)cc1OC,-1.3
